# EPAC1 ag: EPAC1 (human) agonism; AID 720707; 360,000 compounds, 0.073% hits; Potency, µM (doses to about 154 µM), inactives show at the highest dose activation, most hits filed as activators; EPAC1 agonist qHTS, biochemical assay; response scale: 100% = response to 6.5 mM cAMP; O95398; also: nearly all actives have a fitted effect of over 60% in size
#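 Nucleotide exchange assay: 100 nM EPAC1 with 250 nM Rap1B loaded with BODIPY-GDP and 50 uM GDP, room temperature. Fluorescence (480/540 nm) read every 5 min for 30 min; signal change normalized to 6.5 mM cAMP as full agonist.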
# FUS suppressor: FUS proteinopathy suppression in yeast; S. cerevisiae FUS-expressing, growth rescue, OD600, 24 h; Potency, µM (doses to about 76.6 µM), without a hit: at the top dose growth rescue (activation), hits mostly activators; 390,000 compounds, 0.24% hits;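 also: plate controls were DMSO vehicle for no effect and reference control for full effect; nearly all actives have a fitted effect of over 55% in size; some results filed as inactive show a strong effect at the top dose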
#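 Toxicity suppression screen in FUS-yeast. Cells induced with 2% galactose, starting OD 0.005, treated 24hr at 30C with compounds at multiple final concentrations; growth by OD600.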
# EPAC2 antag: blocks human EPAC2 exchange factor; AID 720708; Potency, µM (titrated, usually from 114 µM), inactives show top-dose activity, negative = inhibition, hits mostly inhibitors; EPAC2 GEF exchange of Rap1B-BODIPY-GDP, fluorescence; 360,000 compounds, 0.18% hits; Q8WZA2; also: % is scaled to controls: 0 for no effect and ±100 for the full control effect; nearly all actives have a fitted effect of over 45% in size; many of its hits are not listed in these tables
# EPAC1 antagonist: blocks human EPAC1 exchange factor; O95398; EPAC1 GEF assay, Rap1b-BODIPY-GDP exchange fluorescence; Potency, µM (highest dose often 115 µM), for the others: at the highest dose activity change, negative = inhibition, usual class: inhibitors; 360,000 compounds, 0.14% hits; AID 720709;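 also: plate controls were vehicle for no effect and positive control for full effect; nearly all actives have a fitted effect of over 50% in size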
# aSyn yeast inh: inhibitors of alpha-synuclein toxicity in yeast. Potency, µM (doses to about 46.1 µM), for the others: top-dose growth rescue (activation), actives largely listed as activators. Yeast expressing alpha-synuclein, growth rescue, BacTiter-Glo, 24 h. 370,000 compounds, 0.14% hits; also: % of control where 0% means no effect; nearly all actives have a fitted effect of over 65% in size
#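 Screening used galactose-induced yeast with toxic alpha-synuclein levels, exposed to compound for 24 hr at 30 deg C. Cell growth, read with BacTiter-Glo luminescence, gave the measured signal.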
# PTHR1 ag: agonists of human PTHR1 parathyroid hormone receptor; Q03431; HEK293 GP2 PTHR1 cells, GloSensor cAMP luminescence, 1 h; Potency, µM (highest dose often 115 µM), inactives show at the highest dose activation, usual class: activators; 410,000 compounds, 0.075% hits; also: nearly all actives have a fitted effect of over 55% in size; some results filed as inactive show a strong effect at the top dose; inactives centre near -15; many of its hits are not listed in these tables
# Target sequence (Q03431 whole entry, looked up): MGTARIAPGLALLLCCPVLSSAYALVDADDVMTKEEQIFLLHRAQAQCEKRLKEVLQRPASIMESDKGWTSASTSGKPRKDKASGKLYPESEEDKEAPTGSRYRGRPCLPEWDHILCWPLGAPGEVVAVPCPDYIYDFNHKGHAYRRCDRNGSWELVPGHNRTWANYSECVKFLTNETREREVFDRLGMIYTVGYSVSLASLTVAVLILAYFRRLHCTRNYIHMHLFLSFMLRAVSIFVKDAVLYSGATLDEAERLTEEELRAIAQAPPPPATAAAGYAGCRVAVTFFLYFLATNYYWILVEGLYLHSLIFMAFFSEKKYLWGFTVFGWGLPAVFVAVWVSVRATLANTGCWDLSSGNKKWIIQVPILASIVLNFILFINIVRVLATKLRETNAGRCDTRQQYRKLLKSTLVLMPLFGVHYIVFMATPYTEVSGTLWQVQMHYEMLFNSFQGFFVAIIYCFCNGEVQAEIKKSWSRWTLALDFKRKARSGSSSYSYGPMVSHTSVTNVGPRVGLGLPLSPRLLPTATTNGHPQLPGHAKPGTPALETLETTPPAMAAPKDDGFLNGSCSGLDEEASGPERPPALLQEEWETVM
#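 HEK-293-derived GP2 cells expressing PTHR1 and a GloSensor cAMP reporter, 3,000/well, plated overnight, given luciferin plus IBMX (each 0.5 mM as added) for 1 h at 37 °C, then compound for 1 h at 37 °C. Luminescence was read after 15 min at room temperature.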
# EPAC2 agonist: EPAC2 (human) agonism | Q8WZA2 | EPAC2 activation, biochemical qHTS; response scale: 100% = 6.5 mM cAMP response | Potency, µM (highest dose often 154 µM), inactives show at the top dose activation, hits mostly activators | 360,000 compounds, 0.079% hits; also: nearly all actives have a fitted effect of over 50% in size
#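 Fluorescence exchange assay: 100 nM EPAC2 with 250 nM RAP1B-BODIPY-GDP and 50 uM GDP; compounds tested as a concentration-titration series (qHTS). Loss of Rap1-bound BODIPY-GDP fluorescence read at 480/540 nm; data normalized to 6.5 mM cAMP.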
# TDP43 rescue: TDP-43 toxicity inhibition in yeast | 410,000 compounds, 1.8% hits | TDP-43 expressing yeast growth rescue, BacTiter-Glo, 24 h | AID 652104 | Potency, µM (top dose mostly 46.1 µM), for the others: at the top dose growth rescue (activation), hits mostly activators; also: % of control where 0% means no effect; nearly all actives have a fitted effect of over 50% in size
#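 Readout is BacTiter-Glo luminescence of cell growth, so inhibitors register as activators. TDP-43-expressing yeast at OD600=0.02 in galactose medium, after raffinose pregrowth to mid-log, were incubated with compound for 24 hr at 30 deg C.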
# An asterisk follows results filed as active; i = inactive; u = inconclusive; x = no result given; & = joins results of further samples; [ ] = remark or other dose. Calls follow the shape of the dose curve; as a rule, active = well fitted curve in the direction sought with a large enough effect; inconclusive = small, poorly fitted or top-dose-only effect, or another doubt; inactive = no such curve, though single readings can be large; an effect the other way counts as inactive or inconclusive. Potency is read from the fitted curve at half-maximal effect. Only part of the results is shown, so the mix of outcomes need not match the whole.
SMILES,EPAC1 ag,FUS suppressor,EPAC2 antag,EPAC1 antagonist,aSyn yeast inh,PTHR1 ag,EPAC2 agonist,TDP43 rescue
O=C(CN1C(=O)c2ccccc2S1(=O)=O)N1CCN(c2ccc(F)cc2)CC1,6.5%,17.1%,0.8%,-5.3%,5.3%,-11.8%[57.5 µM],11.8%,0.8%
Cc1ccc(N(C)S(=O)(=O)c2ccc(-c3cnc(C4CC4)o3)cc2)cc1,7.2%,u,-2.9%,-19.2%,u,i,2.8%,-5.9%&14.1%
COC(=O)Cc1c(O)ccn(CCc2ccccc2)c1=O,4.2%,-9.0%,9.8%,8.3%,0.7%,-16.5%,7.0%,9.4%
Cc1ccc(S(=O)(=O)NC(=O)N2CCN(Cc3c(F)cccc3Cl)CC2)cc1,-0.9%,-9.8%,-2.5%,9.6%,-3.0%,-18.2%,6.4%,-0.1%
CCOC(=O)c1nnc(-c2ccccc2)[nH]c1=O,5.8%,-20.1%,4.7%,-5.6%,1.3%,-25.9%,5.1%,-5.0%
O=C(Cc1cc(=O)[nH]c(=O)[nH]1)NCc1ccc(Cl)cc1,7.7%,-9.9%,-0.8%,16.7%,-5.0%,i,8.4%,3.7%
NC(=O)C1CCN(C(=O)c2ccc3c(=O)n(Cc4ccco4)c(SCC(=O)c4ccccc4)nc3c2)CC1,2.5%,34.5%,-1.1%,10.3%,-6.6%,-20.2%,3.0%,-5.5%
O=C(NCC1CCCO1)c1c(O)c2c([nH]c1=O)CCCC2 (stereo not drawn),8.0%,-5.1%,22.9%,7.6%,1.7%,i,3.7%,-18.9%
C/C(=N\NC(=O)c1cc(-c2ccc(Cl)s2)[nH]n1)c1ccncc1,-4.0%,25.2%,-2.7%,-7.9%,-3.5%,-23.0%,14.8%,-11.4%
COc1ccc(-c2c(C)oc3c(CN4CCN(C)CC4)c(O)ccc3c2=O)cc1,-0.2%,-4.4%,-12.9%,-8.7%,1.7%,i,-2.8%,1.1%

# 3 entries from above, arranged by their value in PTHR1 ag, highest first:
compound,PTHR1 ag
COC(=O)Cc1c(O)ccn(CCc2ccccc2)c1=O,-16.5%
Cc1ccc(S(=O)(=O)NC(=O)N2CCN(Cc3c(F)cccc3Cl)CC2)cc1,-18.2%
CCOC(=O)c1nnc(-c2ccccc2)[nH]c1=O,-25.9%

# Going on with the list:
SMILES,EPAC1 ag,FUS suppressor,EPAC2 antag,EPAC1 antagonist,aSyn yeast inh,PTHR1 ag,EPAC2 agonist,TDP43 rescue
CCOc1cc(N2CCOCC2)c(OCC)cc1NC(=O)COc1ncnc2ccccc12,-1.0%,25.3%,7.4%,8.1%,0.2%,-10.2%[57.5 µM],-17.7%,23.4%
CSc1ccc(C2c3c(oc4ccccc4c3=O)C(=O)N2CCCN2CCOCC2)cc1 (stereo not drawn),x,-2.4%,x,x,5.0%,-14.0%,x,7.8%
Clc1ncnc2c1oc1ccccc12,-7.8%,28.6%,17.3%,0.0%,-3.9%,i,0.4%,18.1%
Cc1ccc(-c2cc(C(=O)NCCN3CCOCC3)c3ccccc3n2)o1,-6.3%,-5.0%,17.6%,1.4%,1.6%,-26.3%,5.5%,1.0%
CSCC[C@H](NC(=O)Nc1ccc(S(N)(=O)=O)cc1)C(=O)O,-2.9%,2.9%,5.4%,-18.1%,11.1%,-1.2%,3.1%,-19.0%
Cc1cccc(NC(=O)c2cc(S(=O)(=O)N(C)c3ccc(F)cc3)ccc2Cl)n1,u,12.0%,-10.6%,-14.6%,-4.5%,-20.8%,3.7%,11.2µM*
C=CCNc1ncnc2c1ncn2[C@H]1CN(C2CCCC2)C[C@@H](CO)O1,-0.1%,-20.4%,0.8%,18.5%,-8.9%,-18.5%,2.8%,0.0%
O=C(OCC(=O)C12CC3CC(CC(C3)C1)C2)c1cccnc1,1.9%,-2.0%,0.9%,-3.7%,0.8%,-19.3%,-4.8%,u
O=c1c(/C=N\NS(=O)(=O)c2ccccc2)coc2ccc(Cl)cc12,-15.1%,-0.9%,-1.9%,-27.2%,3.1%,-33.2%[inhibitor],13.2%,u
CCCCCSc1nncc(=O)[nH]1,7.7%,20.2%,-1.6%,-5.0%,-1.5%,i,13.5%,-6.9%

# 2 records drawn at random from those above, as already listed:
SMILES,EPAC1 ag,FUS suppressor,EPAC2 antag,EPAC1 antagonist,aSyn yeast inh,PTHR1 ag,EPAC2 agonist,TDP43 rescue
Cc1cccc(NC(=O)c2cc(S(=O)(=O)N(C)c3ccc(F)cc3)ccc2Cl)n1,u,12.0%,-10.6%,-14.6%,-4.5%,-20.8%,3.7%,11.2µM*
O=c1c(/C=N\NS(=O)(=O)c2ccccc2)coc2ccc(Cl)cc12,-15.1%,-0.9%,-1.9%,-27.2%,3.1%,-33.2%[inhibitor],13.2%,u

# Back to the main list; the four compounds before the break are reprinted first.
SMILES,EPAC1 ag,FUS suppressor,EPAC2 antag,EPAC1 antagonist,aSyn yeast inh,PTHR1 ag,EPAC2 agonist,TDP43 rescue
C=CCNc1ncnc2c1ncn2[C@H]1CN(C2CCCC2)C[C@@H](CO)O1,-0.1%,-20.4%,0.8%,18.5%,-8.9%,-18.5%,2.8%,0.0%
O=C(OCC(=O)C12CC3CC(CC(C3)C1)C2)c1cccnc1,1.9%,-2.0%,0.9%,-3.7%,0.8%,-19.3%,-4.8%,u
O=c1c(/C=N\NS(=O)(=O)c2ccccc2)coc2ccc(Cl)cc12,-15.1%,-0.9%,-1.9%,-27.2%,3.1%,-33.2%[inhibitor],13.2%,u
CCCCCSc1nncc(=O)[nH]1,7.7%,20.2%,-1.6%,-5.0%,-1.5%,i,13.5%,-6.9%
Cc1ccc(S(=O)(=O)N2CCN(C(=O)c3sccc3-c3ccccc3)CC2)cc1,9.2%,37.7%,-8.1%,-1.3%,7.1%,-25.3%,2.7%,18.6%
O=C(c1cccc(N2C(=O)C3C4C=CC(C4)C3C2=O)c1)N1CCN(c2ccccc2F)CC1 (stereo not drawn),7.0%,9.6%,0.5%,9.6%,5.4%,i,1.6%,-0.7%
CCCCn1c(N)c(N(CC)C(=O)c2cccc(OC)c2)c(=O)[nH]c1=O,4.9%,10.3%,2.9%,-0.2%,-2.1%,i,-0.6%,8.4%
COCCN1CC(=O)N2C(c3cccc(OC)c3)c3[nH]c4ccccc4c3C[C@H]2C1=O (stereo partly drawn),-2.8%,15.9%,-1.3%,-15.4%,0.4%,-44.7%[inhibitor],7.4%,12.3%
C[C@H](CO)N1C[C@H](C)[C@H](CN(C)C(=O)Nc2ccnc(N3CCOCC3)c2)OCc2cnnn2CCCC1=O,-8.3%,-14.4%,-8.7%,10.4%,1.9%,-29.2%,3.2%,u
COc1ccccc1NC(=O)N(CCCN1CCOCC1)Cc1cc2cc3c(cc2[nH]c1=O)OCO3,-5.1%,-8.6%,-2.5%,-19.7%,-1.3%,-10.6%[57.5 µM],8.0%,0.5%
O=C(c1ccccc1S(=O)(=O)NCC(O)COc1ccc([N+](=O)[O-])cc1)N1CCCCC1 (stereo not drawn),-6.5%,7.8%,1.9%,7.2%,-7.3%,-13.5%[57.5 µM],9.9%,-4.4%
CC[n+]1c(C=C2C=C(C)OC(C)=C2)sc2ccccc21,-4.6%,30.7%,3.4%,-23.6%,1.6%,-84.1%[inhibitor],3.7%,-0.6%[9.22 µM]
CN(CCC#N)c1ncnc2scc(-c3ccccc3)c12,2.6%,14.0%,0.1%,8.5%,9.3%,-12.5%[57.5 µM],-5.9%,u
CSc1ccccc1C(=O)Nc1cc(C)ccc1C,7.6%,-24.1%,1.6%[57.1 µM],9.2%,-7.7%,i,16.4%,5.5%
CCC(=Cc1ccccc1O)c1ccncc1,5.6%,-5.3%,0.1%,-11.6%,-0.8%,-20.9%,-2.9%,-7.7%
Cc1nc2ccc(C(=O)NCCCn3ccnc3)cn2c1N(C)C(=O)CCc1ccccc1,0.0%,-19.9%,-1.1%,-8.2%,1.1%,i,5.3%,u
CC1(C(=O)NCc2cccs2)CCN1CCc1ccccc1 (stereo not drawn),-17.3%,-11.4%,u,-7.0%,-0.5%,i,3.6%,7.7%
C1CCCCCC(=NNc2nn[nH]n2)CCCCC1,4.9%,-2.5%,-0.5%,12.1%,-5.6%,i,-9.8%,21.8%
CCCCCCCCS(=O)CCC(=O)O (stereo not drawn),0.1%,-5.0%,8.3%,10.7%,12.6%,i,-7.6%,-8.4%[9.22 µM]
S=C(NCc1ccco1)Nc1ccc(Oc2ccccc2)cc1,-8.2%,17.3%,-3.2%[57.1 µM],-6.4%,-1.7%,-39.9%[inhibitor],11.4%,45.5%
Cc1cc(C=O)c(C)n1-c1ccc2c(c1)OCO2,4.8%,-7.9%,-15.8%,2.1%,5.9%,i,3.7%,-2.8%
Cc1cccc(NC(=S)N(C)C2(c3ccccc3Cl)CCCCC2=O)c1 (stereo not drawn),7.7%,5.4%,7.0%,4.9%,9.5%,-14.5%[57.5 µM],3.3%,4.1%
Cc1ccc(C(C(=O)NCc2ccco2)N(C(=O)Cn2nnc3ccccc32)c2ccccc2)o1 (stereo not drawn),10.9%,16.4%,-2.9%,-17.5%,3.2%,i,17.6%,11.3%
O=c1oc2ccccc2nc1/C=C(\O)c1ccc(Br)cc1,1.0%,26.9%,-8.4%,-5.9%,-1.1%,i,1.0%,-23.5%
Nc1c(N2CCN(c3ccccc3)CC2)c2ccccc2oc1=O,9.4%,28.9%,-11.7%,-1.4%,0.0%,i,21.8%,-21.9%
CC1CCN(C(=O)CCc2ccc(S(=O)(=O)NC(C)(C)C)cc2)CC1,6.4%,7.2%,-2.2%,1.1%,3.0%,-23.1%[57.5 µM],-0.9%,7.8%
COC(=O)CSc1nc2cc(OC)ccc2n1C,1.8%,-15.5%,3.6%,0.1%,2.7%,i,5.9%,5.9%
CCCCn1c(N)c(N(CC(C)C)C(=O)COC(=O)Cc2cccc(OC)c2)c(=O)[nH]c1=O,-0.5%,17.8%,9.3%,7.9%,-0.4%,i,-4.8%,8.6%
COc1ccc(NS(=O)(=O)c2ccc3c(c2)NC(=O)CC(=O)N3)cc1OC,-2.5%,8.2%,17.3%,-29.0%,-6.5%,u,6.4%,-18.3%
COc1ccc(NC(=O)C2CCCN(S(C)(=O)=O)C2)c(OC)c1 (stereo not drawn),4.6%,-3.8%,-25.0%,-4.7%,-4.4%,19.4%,3.1%,-10.5%[1.82 µM]
